Assay outcomes deposited in PubChem by several laboratories.
West Nile virus CPE = West Nile virus antiviral activity, cell-based, CPE readout (AID 1621). actives 0.02% (n = 290,000). one-dose CPE inhibition, % at 10 µM; IC50 in µM for titrated hits. West Nile virus-infected cells, CPE inhibition; higher % means a stronger effect; in the data active = a potency from the dose series; note: strong numbers were not always called active
CSM14.1 death rescue = rescue of cells from ER stress-induced death, primary screen, 384-well, CSM14.1, thapsigargin, ATP luminescence (AID 1222); 190,000 tested, under 10 active; CSM14.1 thapsigargin-induced death rescue, ATP luminescence; higher % means a stronger effect; cellular ATP content (survival), % at 20 µM; hits with a dose series show EC50 in µM;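 active = EC50 below 50 µM in the dose-response confirmation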;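 note: death triggered by thapsigargin at about 15 µM added after 2 h compound pretreatment; cell ATP read after overnight thapsigargin exposure of roughly 18 to 22 hours; normalized against plate controls of thapsigargin alone and 5% DMSO vehicle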
Yfh1-depleted yeast = enhancers of respiration in Yfh1-depleted yeast, dose response, Friedreich's ataxia, plus single-dose screen (AID 1465). fold induction at 50 µM; hits with a dose series show EC50 in µM. S. cerevisiae Yfh1-off respiration, WST-1 reduction, 72 h; higher fold induction means a stronger effect. actives 0.074% (n = 220,000);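 active = fold induction of absorbance versus untreated yeast above a set limit, then at least 30% activation at any dose in follow-up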;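 note: activators that raise dye reduction in frataxin-depleted yeast; strong numbers were not always called active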
XIAP antagonists = XIAP antagonists, biochemical, IAP family, fluorescence polarization (AID 1018); displacement, % at 20 µM; hits with a dose series show IC50 in µM; XIAP BIR domain, fluorescence polarization peptide displacement; higher % means a stronger effect; actives 0.007% (n = 200,000); in the data active = displacement above about 50%; note: a part of the inactive calls stands beside numbers as strong as those of hits
PMI inhibition = human PMI inhibitors, high substrate, primary screen, biochemical, fluorescence intensity, high mannose 6-phosphate (AID 1220). recombinant PMI enzyme, coupled fluorescence intensity; higher % means a stronger effect. actives 0.66% (n = 190,000). inhibition, % at 20 µM, or IC50 in µM where a hit was titrated; in the data active = inhibition above about 50%
M17LAP inhibition = P. falciparum M17LAP inhibitors, primary screen, biochemical, fluorogenic H-Leu-NHMec substrate, 1536-well (AID 1619); Leucine aminopeptidase (Plasmodium falciparum (isolate 3D7)); recombinant M17LAP, H-Leu-NHMec fluorogenic kinetic assay; higher % means a stronger effect; inhibition, % at 30 µM; hits with a dose series show IC50 in µM; actives 0.38% (n = 220,000);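 active = compound inhibiting the enzyme by more than half at any dose during confirmatory dose-response retesting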;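 note: plate controls were full reaction with DMSO carrier for no effect and no enzyme background for full effect; strong numbers were not always called active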
P. falciparum M1AAP = P. falciparum M1AAP inhibitors, biochemical, fluorogenic H-Leu-NHMec substrate, 1536-well (AID 1445) | recombinant M1AAP, H-Leu-NHMec fluorogenic kinetic assay; higher % means a stronger effect | Aminopeptidase N (Plasmodium falciparum (isolate 3D7)) | actives 0.42% (n = 220,000) | inhibition, % at 30 µM, or IC50 in µM where a hit was titrated;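 active = primary inhibition above the hit cutoff, then over 50% inhibition at one or more dose response concentrations, cut at about 23% in these data, passing the limit was not always enough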;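 note: plate controls were DMSO full reaction for no effect and no enzyme background for full effect; strong numbers were not always called active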
SIAH1 antagonists = Siah-1 peptide-binding antagonists, primary screen, biochemical, fluorescence polarization, rhodamine-plectin, uHTS (AID 1817); E3 ubiquitin-protein ligase SIAH1 (Homo sapiens); Siah-1 / rhodamine-plectin peptide fluorescence polarization; higher % means a stronger effect; displacement, % at 20 µM; hits with a dose series show IC50 in µM; actives 0.02% (n = 290,000);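 active = displacement of at least 50% at 20 µM, with a fluorescence ratio check between 0.3 and a set limit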;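 note: plate controls were Siah plus tracer with DMSO for no effect and tracer alone without Siah for full effect; strong numbers were not always called active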
Salmonella PhoP GFP = inhibitors of PhoP regulon expression, primary screen, Salmonella Typhimurium, GFP reporter (AID 1863) | actives 0.16% (n = 300,000) | S. Typhimurium PhoP-regulated promoter GFP reporter, 4 h; higher % means a stronger effect | one-dose inhibition, % at 50 µM; IC50 in µM for titrated hits;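 active = inhibition over 29.93%, a cutoff 3 SD above the screen mean, later confirmed by dose response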;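 note: 0% = low Mg2+ inducing control and 100% = high Mg2+ repressing control; strong numbers were not always called active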
Active calls of the source: *; i = inactive; · = not tested or not shown. Rows are unselected (roughly 1.6% active in at least one column).

Start of the listing, in advance, nine compounds:
nr	SMILES	CSM14.1 death rescue	PMI inhibition	P. falciparum M1AAP	Salmonella PhoP GFP	Yfh1-depleted yeast
1	Cn1nc(Oc2ncc(C(F)(F)F)cc2Cl)cc1C(F)(F)F	-0.6%	-2%	0%	2%	i
2	Cc1ccc(S(=O)(=O)c2nc(Nc3ccccc3C#N)sc2Cl)cc1	3.7%	-10%	2%	-6%	i
3	Cc1cccc(COCC(CC(C)C)N2CCN(C(=O)c3ccc(C(C)(C)C)cc3)CCC2=O)c1 (stereo unspecified)	0.1%	-9%	10%	-1%	i
4	O=[N+]([O-])c1cc(C2Nc3cccc4cccc(c34)N2)ccc1Cl	-1.1%	-10%	2%	3%	i
5	O=[N+]([O-])c1ccc(Oc2c(F)c(F)nc(N3CCCC3)c2F)cc1	-2.6%	3%	2%	-4%	·
6	COc1ccc(/C(O)=C2/C(=O)C(=O)N(CCCN(C)C)C2c2ccc(C)o2)cc1Cl (stereo unspecified)	0.2%	-6%	10%	-4%	i
7	O=C(c1ccncc1)N(Cc1ccccc1)Cc1nc2ccccc2c(=O)[nH]1	3.0%	0%	7%	2%	i
8	Cc1cc(C)cc(C(=O)Nc2ccc3[nH]c(=O)[nH]c3c2)c1	-1.3%	10%	-2%	3%	i
9	Cc1ccc(-n2nc(-c3ccco3)cc2C(=O)O)c(C)c1	2.5%	-10%	-7%	1%	i

nr	West Nile virus CPE	XIAP antagonists	M17LAP inhibition	SIAH1 antagonists
1	-0.2%	-6.7%	20%	8%
2	-1.4%	-10%	-5%	-1%
3	-1.2%	-6.6%	-3%	-5%
4	-0.6%	5.7%	8%	78%
5	·	-2.2%	4%	9%
6	0.2%	-4.5%	21%	1%
7	-0.2%	-4.4%	4%	3%
8	0.3%	-2.0%	5%	0%
9	0.3%	0.3%	54%	10%

The listing, repeating the preview:
nr	SMILES	CSM14.1 death rescue	PMI inhibition	P. falciparum M1AAP	Salmonella PhoP GFP	Yfh1-depleted yeast
1	Cn1nc(Oc2ncc(C(F)(F)F)cc2Cl)cc1C(F)(F)F	-0.6%	-2%	0%	2%	i
2	Cc1ccc(S(=O)(=O)c2nc(Nc3ccccc3C#N)sc2Cl)cc1	3.7%	-10%	2%	-6%	i
3	Cc1cccc(COCC(CC(C)C)N2CCN(C(=O)c3ccc(C(C)(C)C)cc3)CCC2=O)c1 (stereo unspecified)	0.1%	-9%	10%	-1%	i
4	O=[N+]([O-])c1cc(C2Nc3cccc4cccc(c34)N2)ccc1Cl	-1.1%	-10%	2%	3%	i
5	O=[N+]([O-])c1ccc(Oc2c(F)c(F)nc(N3CCCC3)c2F)cc1	-2.6%	3%	2%	-4%	·
6	COc1ccc(/C(O)=C2/C(=O)C(=O)N(CCCN(C)C)C2c2ccc(C)o2)cc1Cl (stereo unspecified)	0.2%	-6%	10%	-4%	i
7	O=C(c1ccncc1)N(Cc1ccccc1)Cc1nc2ccccc2c(=O)[nH]1	3.0%	0%	7%	2%	i
8	Cc1cc(C)cc(C(=O)Nc2ccc3[nH]c(=O)[nH]c3c2)c1	-1.3%	10%	-2%	3%	i
9	Cc1ccc(-n2nc(-c3ccco3)cc2C(=O)O)c(C)c1	2.5%	-10%	-7%	1%	i
10	Cc1cccc(Oc2ccc(NC(=O)C3CC=CCC3C(=O)O)cc2)c1 (stereo unspecified)	2.3%	-2%	6%	-3%	i

nr	West Nile virus CPE	XIAP antagonists	M17LAP inhibition	SIAH1 antagonists
1	-0.2%	-6.7%	20%	8%
2	-1.4%	-10%	-5%	-1%
3	-1.2%	-6.6%	-3%	-5%
4	-0.6%	5.7%	8%	78%
5	·	-2.2%	4%	9%
6	0.2%	-4.5%	21%	1%
7	-0.2%	-4.4%	4%	3%
8	0.3%	-2.0%	5%	0%
9	0.3%	0.3%	54%	10%
10	0.2%	0.0%	2%	14%

(continued)
nr	SMILES	CSM14.1 death rescue	PMI inhibition	P. falciparum M1AAP	Salmonella PhoP GFP	Yfh1-depleted yeast
11	CCSc1nc(=S)n(-c2ccccc2)c(C)c1C(C)=O	-0.2%	9%	9%	-3%	i
12	COCCN(C(=O)Cn1nnc2ccccc21)C(C(=O)NC1CCCC1)c1cccc(OC)c1OC (stereo unspecified)	-0.7%	3%	-4%	-13%	i
13	CN(C)Cc1c(O)ccc2[nH]cnc12	-1.8%	29%	3%	10%	i
14	CC1CCCCN1S(=O)(=O)c1cccc2cccnc12 (stereo unspecified)	-0.7%	5%	13%	-10%	i
15	O=C(Cc1c(Cl)cccc1Cl)NC1=NCCS1	-2.5%	-5%	4%	-9%	i
16	CN(C)c1cccc(/C=C(\C#N)c2ccccc2)c1	·	·	11%	-4%	i
17	CCNC(=O)C(Sc1ccccc1)c1ccccc1 (stereo unspecified)	-1.9%	-1%	-5%	13%	i
18	Cc1ccc(O)c(N=CC2=C(O)c3ccccc3C2=O)c1	7.2%	15%	72µM*	-2%	i
19	Cn1c(CCNC(=O)c2cccs2)nnc1SCC(=O)Nc1nc(-c2ccccc2)cs1	·	-7%	2%	4%	i
20	COC(=O)C1CC(Cl)CN1c1ncc(C(F)(F)F)cc1Cl (stereo unspecified)	9.7%	7%	-1%	6%	i

nr	West Nile virus CPE	XIAP antagonists	M17LAP inhibition	SIAH1 antagonists
11	0.1%	-11%	10%	-1%
12	-0.2%	-4.1%	7%	4%
13	0.7%	-1.5%	-7%	2%
14	-0.9%	-2.2%	0%	-2%
15	0.1%	-10%	7%	-6%
16	2.2%	·	2%	5%
17	-0.4%	-3.5%	10%	-5%
18	0.0%	3.8%	7%	-5%
19	-0.7%	-9.9%	-7%	0%
20	0.1%	-7.3%	-7%	-2%

The listing continues.
nr	SMILES	CSM14.1 death rescue	PMI inhibition	P. falciparum M1AAP	Salmonella PhoP GFP	Yfh1-depleted yeast
21	O=C(NC12CC3CC(CC(C3)C1)C2)N1CCN(c2ccccn2)CC1	-3.8%	6%	10%	6%	i
22	CCCCC(=O)NC(Nc1nc(C2CC2)cs1)(C(=O)OCC)C(F)(F)F (stereo unspecified)	1.2%	-40%	-2%	2%	i
23	CCC(CC)C(=O)Nc1cccc(C(=O)c2ccccc2)c1	-0.9%	-7%	2%	-3%	i
24	COCCCNC(=O)C1CC(=O)N(CCc2ccccc2)C1 (stereo unspecified)	3.1%	-5%	11%	-6%	i
25	CCOc1cccc(C(=O)Nc2ccccc2OC(F)F)c1	-2.8%	7%	6%	-12%	i
26	COc1ccc2nc3c(cc2c1)c(NC(=O)c1cccs1)nn3CC(C)C	-5.9%	9%	6%	-5%	·
27	COc1ccccc1/C=C/C1C(C(=O)OCC(C)C)=C(C)N=C2SCCC(=O)N21 (stereo unspecified)	2.6%	10%	-1%	3%	i
28	Cc1cnc(SCCc2ccncc2)nc1C	-0.6%	14%	9%	-2%	i
29	Fc1ccc2c(c1)C(c1ccncc1)=NNC(c1ccc(Br)cc1)=N2	-1.8%	-2%	3%	11%	i
30	CC(=O)NC(Cc1ccccc1)C(=O)N1CCN(C(=O)c2ccco2)CC1 (stereo unspecified)	-2.0%	11%	1%	-5%	i

nr	West Nile virus CPE	XIAP antagonists	M17LAP inhibition	SIAH1 antagonists
21	-0.5%	-15%	-3%	0%
22	-0.6%	-8.5%	5%	-1%
23	-0.8%	-4.1%	1%	2%
24	1.9%	-5.8%	6%	5%
25	0.0%	-5.9%	4%	-1%
26	·	-11%	-8%	-1%
27	-0.7%	2.1%	-4%	-5%
28	0.2%	-2.8%	-6%	4%
29	-1.4%	-1.6%	-4%	-5%
30	0.1%	-12%	-5%	-2%

Additional results.
nr	SMILES	CSM14.1 death rescue	PMI inhibition	P. falciparum M1AAP	Salmonella PhoP GFP	Yfh1-depleted yeast
31	N#Cc1ccc(NC(=O)CN2C(=O)NC(Cc3ccccc3)C2=O)cc1 (stereo unspecified)	-1.2%	4%	8%	5%	i
32	O=C(CN(C(=O)CSc1nnc(COc2ccccc2)o1)c1ccc(F)cc1)NC1CCCC1	-0.5%	2%	8%	-4%	i
33	COc1ccccc1Nc1nc(N)nc(CSc2nccn2C)n1	-0.8%	-6%	·	·	i
34	COc1cc(SC)ccc1C(=O)OCC(=O)NCC(C)C	1.0%	-1%	-4%	-4%	i
35	Cc1ccc(S(=O)(=O)N2CCOCC2)cc1NC(=O)COc1ccc(-c2nnco2)cc1	1.3%	-9%	1%	5%	i
36	O=C(c1ccccc1)c1ncc(C(F)(F)F)cc1Cl	-3.2%	19%	6%	-6%	i
37	COC(=O)CN1C(=O)N/C(=C/c2ccccc2OC)C1=O	·	-10%	10%	5%	i
38	c1ccc(CCC2CCCCN2Cc2nc(C3CC3)no2)cc1 (stereo unspecified)	-0.9%	6%	5%	-12%	i
39	Cc1sc2ncnc(NC3CCN(Cc4ccccc4)CC3)c2c1C	2.4%	-4%	3%	-3%	i
40	Cc1[nH]n(C(N)=S)c(=O)c1N=Nc1ccc(S(=O)(=O)N2CCCCCC2)cc1	-1.2%	-4%	5%	4%	i

nr	West Nile virus CPE	XIAP antagonists	M17LAP inhibition	SIAH1 antagonists
31	-0.2%	-4.8%	5%	-2%
32	-0.5%	-7.0%	0%	-3%
33	0.0%	-5.1%	·	10%
34	0.4%	-11%	0%	2%
35	0.4%	-3.3%	0%	10%
36	-0.3%	-5.4%	-13%	-3%
37	-0.4%	-0.6%	16%	-1%
38	-0.1%	-2.7%	2%	3%
39	-1.4%	-6.4%	13%	4%
40	0.3%	-6.7%	24%	-2%

(listing goes on)
nr	SMILES	CSM14.1 death rescue	PMI inhibition	P. falciparum M1AAP	Salmonella PhoP GFP	Yfh1-depleted yeast
41	COc1ccccc1NS(=O)(=O)c1cc(NC(=O)CCC2CCCC2)ccc1N1CCOCC1	-0.7%	15%	0%	4%	i
42	O=c1nc(-c2ccccc2)n(-c2ccccc2)[nH]1	-3.8%	-7%	7%	-4%	i
43	COc1ccc2nc3cc(Cl)ccc3c(C#N)c2c1	·	·	3%	-9%	i
44	CCCCNCCOCCOc1ccc(F)cc1	-0.6%	-3%	2%	20%	i
45	CNCCCCOc1ccc(C(C)(C)C)cc1Cl	-2.3%	9%	6%	2%	i
46	COc1ccccc1NC(=O)CN(Cc1ccco1)C(=O)c1cc2ccccc2o1	1.2%	-1%	2%	-1%	i
47	CC(C)N1CCC(N2CCN(Cc3ccc(-c4ccc(Cl)cc4)o3)CC2CCO)CC1 (stereo unspecified)	-1.8%	8%	4%	8%	i
48	CC1=C(C(=O)OCc2ccccc2)C(c2ccc(Cl)cc2Cl)NC(=O)N1CCCCCC(=O)O (stereo unspecified)	-3.3%	1%	10%	2%	i

nr	West Nile virus CPE	XIAP antagonists	M17LAP inhibition	SIAH1 antagonists
41	-1.8%	-9.2%	-3%	-4%
42	0.8%	-6.6%	-1%	-4%
43	-0.2%	·	1%	12%
44	0.2%	-1.3%	2%	2%
45	-1.1%	-3.4%	7%	17%
46	-0.9%	-6.9%	-15%	0%
47	0.7%	-4.0%	3%	0%
48	-0.3%	-9.6%	20µM*	-6%
